CaV13 FRET inh: Disruptors of the CACNA1D IQ motif to Ca2+-dependent inactivation inhibitor domain association, primary screening, Förster resonance energy transfer in intact living … | HEK cells, CFP/YFP FRET ICDI-IQ, plate reader, 10 min; percent FRET-ratio fall versus neutral wells | inhibition, % at 12.3 µM | hit rate 0.098% among 340,000;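 active means mean replicate inhibition of at least 30% and at least 1% of replicates passing that level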;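 further: 0% = median of the neutral control wells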
Peg3 promoter: Peg3 promoter activity inhibition; HeLa PEG-Prom luciferase reporter, luminescence, overnight; inhibition, % at 20 µM; hit rate 1.7% among 360,000; AID 588405;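 active means inhibition of at least 50% at 20 µM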
m5-HT2A agonist: mouse HTR2A agonism via beta-arrestin recruitment; activation, % at 7.6 µM; hit rate 0.66% among 360,000; P35363; CHO-K1 mHTR2A beta-arrestin complementation, luminescence; percent of 30 µM serotonin response;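 active means activation above a run cutoff, the mean activation of all tested compounds plus 3 SD, cut at about 14% in these data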;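 further: 0% = plate median of compound wells and 100% = 30 µM serotonin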
Target sequence (P35363 whole entry, looked up): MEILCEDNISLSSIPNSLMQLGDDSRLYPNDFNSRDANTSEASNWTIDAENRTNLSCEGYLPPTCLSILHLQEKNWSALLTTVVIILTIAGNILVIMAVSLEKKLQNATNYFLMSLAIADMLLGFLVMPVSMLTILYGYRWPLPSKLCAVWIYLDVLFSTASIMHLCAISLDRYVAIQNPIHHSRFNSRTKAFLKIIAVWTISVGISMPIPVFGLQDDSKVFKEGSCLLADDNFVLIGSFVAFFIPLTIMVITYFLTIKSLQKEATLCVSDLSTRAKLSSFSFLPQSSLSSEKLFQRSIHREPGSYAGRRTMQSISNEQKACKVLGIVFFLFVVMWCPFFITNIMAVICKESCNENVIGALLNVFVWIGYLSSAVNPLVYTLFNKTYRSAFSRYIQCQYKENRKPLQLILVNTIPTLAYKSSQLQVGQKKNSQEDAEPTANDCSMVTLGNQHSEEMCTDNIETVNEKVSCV
Shn3 3UTR inh: reduces Shn3 3'UTR luciferase signal in osteoblasts | Clone20 osteoblast Shn3 3'UTR firefly luciferase, 24 h | inhibition, % at 12.5 µM | hit rate 0.52% among 360,000;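 active means mean inhibition of at least 75% with every replicate also reaching 75%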;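 further: 0% = median of neutral control wells and 100% = pilot-screen positive control compound; some compounds past the cut are filed as inactive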
HIF-2a block: inhibitors of HIF-2a; 786-0 RCC cells HIF-2a reporter, luciferase luminescence, overnight; inhibition, % at 18.8 µM; hit rate 0.72% among 360,000; AID 624352;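 active means inhibition of the luminescence signal of 40% or more relative to plate controls, in a single-dose primary screen at 18.75 µM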
PDI turbidity: inhibitors of human protein disulfide isomerase; P07237; PDI insulin aggregation turbidity, A650, 90 min; inhibition, % at 10 µM; hit rate 0.052% among 350,000; AID 588391;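 active means mean inhibition across replicates of 30% or more, whatever share of single replicates reach that level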;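 further: absorbance from insulin aggregation driven by PDI reduction with DTT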
NR2E3 ag-1: agonists of human NR2E3 nuclear receptor; CHO-S Gal4-NCOR/VP16-NR2E3 two-hybrid, luciferase; inhibition of corepressor binding, % at 3.98 µM; hit rate 0.35% among 360,000; AID 602229;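 active means inhibition above the mean of all tested compounds plus 3 SD, cut at about 70% in these data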;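 further: 0% = DMSO with NR2E3 transfected cells and 100% = cells lacking NR2E3 construct; higher means lower luciferase signal from less NR2E3 corepressor binding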
Target sequence (Q9Y5X4 whole entry, looked up, the tested form may be a part): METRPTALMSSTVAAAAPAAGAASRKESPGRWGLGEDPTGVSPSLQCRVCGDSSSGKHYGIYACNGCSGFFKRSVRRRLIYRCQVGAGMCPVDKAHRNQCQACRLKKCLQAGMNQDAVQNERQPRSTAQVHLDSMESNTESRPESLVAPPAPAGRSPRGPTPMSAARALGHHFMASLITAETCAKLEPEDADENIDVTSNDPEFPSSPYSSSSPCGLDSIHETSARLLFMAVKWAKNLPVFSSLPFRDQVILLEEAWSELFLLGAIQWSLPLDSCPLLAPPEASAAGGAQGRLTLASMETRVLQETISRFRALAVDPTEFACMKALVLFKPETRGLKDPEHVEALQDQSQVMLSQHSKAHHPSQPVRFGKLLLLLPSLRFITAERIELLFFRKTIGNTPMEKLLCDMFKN
Cardio protect: myocardial damage modulation in H9c2 cells | H9c2 cardiomyocytes, H2O2 injury protection, ATPLite, 2 h | protection from H2O2 cell death, % at 20 µM | hit rate 0.63% among 360,000 | AID 588492;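 active means compounds giving at least 50% protection of heart cells from peroxide-induced death in the single-dose screen, raw or plate-pattern-corrected value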;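 further: 0% = DMSO wells with peroxide and 100% = DMSO wells without peroxide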
iPSC survival up: increases survival of single human iPS cells | hiPSC single-cell survival, ATPlite luminescence; 100% = ROCK inhibitor wells, 0% = DMSO | survival enhancement, % at 20 µM | hit rate 0.044% among 360,000; in the data active means survival enhancement above about 18%;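 further: cells exposed to compounds for 16 hours before the ATP read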
MITF TRPM1 inh: reduces MITF-dependent TRPM1 promoter luciferase signal. SK-MEL-5 TRPM1 promoter luciferase, 24 h. inhibition, % at 12.5 µM. hit rate 0.83% among 330,000;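 active means mean inhibition across replicates of 60% or more, whatever share of single replicates reaches that level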; further: values of inactives mirror those of a sister screen read the other way
NR2E3 ag-2: NR2E3 (human) agonism; GST-NR2E3/biotin-RetCOR TR-FRET, 1536-well; inhibition of corepressor binding, % at 4.78 µM; hit rate 0.12% among 320,000; AID 2300;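 active means percent inhibition above the cutoff of mean plus 3 SD of all tested compounds, set per screening campaign, cut at about 20% in these data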;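 further: 0% = DMSO wells and 100% = biotin wells as full block of FRET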
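System: GST-tagged NR2E3 plus biotinylated RetCOR corepressor; Amount: 1.35 nM GST-tagged NR2E3 final; Dosing: single nominal compound dose of 4.8 µM; Schedule: 5 h incubation at 4 °C; Technique: TR-FRET with europium anti-GST and streptavidin-D2, 340 nm excitation; Controls: biotin wells as high control, 0.6% DMSO wells as low control.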
Numbers without * were called inactive; . = not tested or not shown.

SMILES	CaV13 FRET inh	Peg3 promoter	m5-HT2A agonist	Shn3 3UTR inh	HIF-2a block	PDI turbidity	NR2E3 ag-1	Cardio protect	iPSC survival up	MITF TRPM1 inh	NR2E3 ag-2
CN(c1ccccc1)C(c1ccc(F)cc1)c1nnnn1C1CCCC1 (configuration not stated)	.	27	-5	0	19	11	-3	2	-3.8	-1	-3
Cc1ccc(C=Nc2ccccc2C#N)s1	-5	-13	-2	-2	-79	4	7	4	2.0	-5	0
Oc1ccc(-c2nc3ccccn3c2NCc2ccc3c(c2)OCO3)cc1	.	-6	0	-19	-35	0	-10	25	-2.5	-22	-1
Nc1cc(C(=O)O)ccc1Nc1ccccc1	-8	-12	5	-10	-41	-3	30	2	0.2	5	-6
CN1CC(=O)N2C(c3ccc(Cl)cc3)c3[nH]c4ccccc4c3C[C@H]2C1=O (some centres not stated)	-16	14	2	42	31	-11	-39	44	-0.6	7	-1
CNC(=O)NC(=O)C(OC(=O)c1cccc(S(=O)(=O)N2CCCCC2)c1)c1ccccc1 (configuration not stated)	-2	9	2	-1	15	-3	-1	-3	0.1	9	-2
COc1ccc(-c2oc(/N=C/N3CCOCC3)c(C#N)c2-c2ccc(OC)cc2)cc1	-6	14	1	26	13	-2	-24	-4	-0.6	12	2
Nc1nc(SCC(=O)NN(c2ccccc2)c2ccccc2)n[nH]1	-4	-3	0	23	9	14	7	-2	-4.7	13	-1
O=C(NC1CCCCC1)c1ccc(CS(=O)Cc2ccc(Cl)cc2)o1 (configuration not stated)	-3	9	1	2	15	9	-1	-1	0.1	0	-1
CC(C)CC(C(=O)NC1CCCCC1)N(Cc1cccs1)C(=O)c1snc(C(N)=O)c1N (configuration not stated)	-11	12	-4	5	16	3	19	51*	0.3	4	2
CS(=O)(=O)N(CC(O)Cn1c2ccccc2c2ccccc21)c1cccc2ccccc12 (configuration not stated)	.	22	3	30	-2	7	-7	9	-2.7	12	3
O=C(CSc1ccc(-c2ccccc2)nn1)NC1CCCC1	.	-15	-6	-11	-30	2	4	6	0.1	-1	-1
COc1ccc(C)cc1NC(=O)CSc1nnc(-c2ccc(Br)cc2)o1	-9	-89	-1	0	-44	0	-10	-14	0.6	-28	6
C=CCn1c(SCC(=O)c2[nH]c(C)c(C(C)=O)c2C)nnc1-c1ccncc1	.	17	1	7	5	-3	-5	-1	-1.8	3	3
Cc1cccc(OCC(=O)NCc2n[nH]c(=O)c3ccccc23)c1	-6	-2	9	4	4	-2	-27	42	-0.1	-5	5

Individual results from above:
NR2E3 ag-1, CS(=O)(=O)N(CC(O)Cn1c2ccccc2c2ccccc21)c1cccc2ccccc12 (configuration not stated) is entered as -7
Shn3 3UTR inh, CN1CC(=O)N2C(c3ccc(Cl)cc3)c3[nH]c4ccccc4c3C[C@H]2C1=O (some centres not stated) is entered as 42

Next part:
SMILES	CaV13 FRET inh	Peg3 promoter	m5-HT2A agonist	Shn3 3UTR inh	HIF-2a block	PDI turbidity	NR2E3 ag-1	Cardio protect	iPSC survival up	MITF TRPM1 inh	NR2E3 ag-2
Nc1[nH]c(C(=O)c2ccccc2)c(-c2ccccc2C(F)(F)F)c1C(=O)NCc1cccc2ccccc12	-10	.	3	.	-37	.	-21	.	-0.8	.	.
Cc1cccn2c(CNCCc3ccccn3)c(C(=O)N3CCOCC3)nc12	-10	3	-2	-11	2	-5	-10	4	-0.4	-1	1
COC(=O)c1ccc(C)c(NC(=O)CN(c2cc(OC)ccc2OC)S(C)(=O)=O)c1	-10	3	9	0	-21	-1	-29	9	-0.2	-7	5
Cc1cccc(N(CC(O)CN2CCCC2)S(=O)(=O)c2ccccc2)c1 (configuration not stated)	-3	6	-4	-5	21	0	-2	7	2.4	-2	3
CC1(C(=O)NS(=O)(=O)c2cccc(C#N)c2)CCN1C(=O)CCC1CCCC1 (configuration not stated)	-5	4	11	-23	8	9	-12	-6	-0.7	.	.
CCn1c(CC(=O)Nc2ccc(F)cc2)nnc1SCC(=O)N1CCOCC1	-6	-24	4	-4	11	24	7	5	-0.2	-5	2
O=[N+]([O-])c1cc(/C=N/n2c(-c3ccncc3)n[nH]c2=S)ccc1Cl	-3	21	5	7	8	8	-13	4	-0.7	-2	6
Cc1ccccc1NC(=O)C1=CC=CN2CCS(=O)(=O)N=C12	-6	0	3	-15	-1	-4	3	0	0.4	.	4
COc1cccc(Nc2ncccc2C(=O)Nc2ccccc2)c1	-4	-36	4	11	-9	-7	17	5	5.7	-15	-2
CCNC(=O)C1CCCN(Cc2ccc3ccccc3c2Br)CC1 (configuration not stated)	.	2	-7	7	4	-3	-51	-5	2.3	.	.
Cc1cccc(N2CCN(S(C)(=O)=O)CC2)c1C	-4	12	-2	.	16	1	1	-1	-2.0	2	0
O=C(COC(=O)c1ccc2ccccc2n1)NC1CCCCC1	-6	10	13	-3	22	-8	-3	0	-0.2	3	0
CN(c1ccccc1)S(=O)(=O)c1ccc(C(=O)Nc2nnc(-c3ccco3)o2)cc1	3	28	4	4	16	2	5	17	-0.7	-6	7
O=C(c1ccc(Cl)c([N+](=O)[O-])c1)N(Cc1ccc(F)cc1)C1CCS(=O)(=O)C1 (configuration not stated)	-3	5	-6	15	0	-5	-12	-7	-0.3	6	4
COc1ccc(C(CNC(=O)COc2ccc(Br)cc2F)N2CCCC2)cc1 (configuration not stated)	2	-10	-2	9	-3	3	-19	4	-0.7	2	-2
C#CCOCCOCCOCCNc1nc(N2CCN(C(=O)[C@H]([C@@H](C)CC)n3cc(CCCN=C(N)N)nn3)CC2)nc(N2CCN(C(=O)[C@H](CCCCN)n3cc(CCCC)nn3)CC2)n1	-11	-5	0	1	6	0	-27	4	1.8	7	-2
Cn1ccc(C(=O)NC(=S)N2CCSCC2)n1	-5	-2	-3	-5	5	0	22	4	0.0	6	-4
Cc1cccc(Cc2nnc(NC(=O)c3cccc(S(=O)(=O)N4CCOCC4)c3)s2)c1	.	1	2	14	4	-3	-10	9	2.1	15	1
COCC1CCN(Cc2nc(-c3ccc4c(c3)OCO4)no2)C1 (configuration not stated)	-18	-75	3	-16	-111	-3	-31	6	0.6	-36	-3
O=C(NCCc1cn2ccccc2n1)c1cc(COc2ccc3ncccc3c2)on1	-3	13	7	75	-14	3	53	-20	0.0	27	0
c1ccc(CSc2nnc(-c3ccncc3)o2)cc1	-5	-151	0	-4	-105	-4	-22	1	0.5	-39	-1
CSC1=C(C#N)C(c2cccc(Br)c2)CC(=O)N1 (configuration not stated)	-8	13	-5	-4	10	5	-19	-2	-0.6	-14	5
C/C(O)=c1/ccc2cccc3nc(C)nc1c23	1	13	1	5	-15	1	-36	33	-0.6	14	-3
O=C(COc1ccc(Cl)cc1)N1CCN(c2ccc([N+](=O)[O-])c(N3CCOCC3)c2)CC1	-5	33	0	-10	26	2	-13	20	-0.1	-3	0
CCOC(=O)C1=C(c2ccccc2)OC(N)=C(C#N)C1C(C)C (configuration not stated)	-5	10	-3	-17	6	-14	-29	-10	-1.2	11	0
O=C(CSc1n[nH]c(-c2ccco2)n1)Nc1ccccc1Cl	-6	2	-6	5	-5	-1	25	1	-0.3	1	1
Cc1cc(C)c(OCCCCCNCCO)c(C)c1	-9	-1	1	-2	15	-11	8	2	5.4	-2	3
COc1ccc(CCN2C(=O)C3C4C=CC(C3C2=O)C2C(=O)N(CCc3ccc(OC)c(OC)c3)C(=O)C42)cc1OC (configuration not stated)	-6	-1	0	71	10	3	-4	5	-1.0	14	0
O=C(Nc1nncs1)c1ccc(N2C(=O)C3C4C=CC(C4)C3C2=O)cc1 (configuration not stated)	-4	2	-2	0	-10	4	-21	7	2.6	-7	0
Cn1c2c(c(=O)n(C)c1=O)C(CC(=O)Nc1ccc(F)cc1)C(=O)N2 (configuration not stated)	-2	-2	3	-14	7	3	-16	-2	-0.6	13	-4
COc1ccc(S(=O)(=O)N2CCCCC2)cc1NC(=O)c1cccc(S(=O)(=O)N2CCOCC2)c1	4	1	-2	-5	4	1	-30	5	-0.6	3	.
C=CCn1c(NC(=O)c2ccc(C)cc2)c(C#N)sc1=N	-4	-25	5	-6	-66	-3	-27	-16	3.2	18	-4
COC(=O)c1ccc(-c2noc(CN3CCCCC3c3nccn3C)n2)cc1 (configuration not stated)	-3	9	2	24	5	5	7	11	-0.4	-3	1
O=C(COC(=O)Cc1ccccc1F)Nc1ccc2[nH]c(=O)[nH]c2c1	-6	1	-1	-15	8	2	-4	3	-0.4	7	-4
CSc1nsc(SC)c1NC(=O)OCc1ccccc1	-3	-75	-1	13	-128	-1	-37	-1	0.5	-12	0
O=C1C(=C(c2ccccc2)c2ccccc2)Nc2ccccc21	.	20	-7	15	-3	6	-10	-5	-2.0	20	1
CCc1c(C)nc(SCC(=O)N2CC(C)OC(C)C2)[nH]c1=O (configuration not stated)	-7	6	1	-64	5	-1	-25	2	0.1	-2	2
COC(=O)[C@]12CCCCC=C1N(Cc1ccco1)C(=O)[C@H](CC(=O)NCc1ccc(C)o1)C2	-5	.	1	.	-9	.	-9	.	-1.5	.	.
O=C(NCc1ccc(Cl)cc1)c1ccc(Br)o1	-6	-35	-2	18	-35	-3	-12	-2	2.2	.	3
CC(C)(C)C(=O)N(CCN(C(=O)C(C)(C)C)c1ccccc1)c1ccccc1	-3	5	0	14	-18	-4	2	-9	2.2	4	8
Cc1ccc2nc(-c3ccccn3)c(Nc3ccccc3C)n2c1	-13	5	-15	42	-19	3	94*	-2	-0.5	36	-5
Nc1nnc(-c2cc3ccccc3oc2=O)s1	-7	-199	-4	-23	-188	-1	-99	-4	2.3	-25	5
CC1(C)C(c2cccs2)=[N+]([O-])C2(CCCCC/C2=N\NC(N)=S)N1O (configuration not stated)	-3	2	-1	-12	19	2	-5	-11	3.1	16	-2
COc1ccc(C2C(C(=O)c3cccs3)=C(O)C(=O)N2c2nncs2)cc1 (configuration not stated)	-7	-27	3	-22	-76	3	-4	-2	1.3	-11	2
CN(C)S(=O)(=O)c1ccc(C(=O)N2CCOCC2)cc1	-5	0	-1	3	11	-11	-3	3	-0.5	-8	-2
O=C(CSc1nc(N2CCCCC2)nc(N2CCCCC2)n1)c1ccccc1	.	11	-2	25	6	12	14	-27	-0.4	1	2
Cc1ccc(C(=O)N2NC(c3ccc(F)cc3)C3C(=O)N(c4ccc(C)cc4)C(=O)C32)cc1 (configuration not stated)	-3	-8	2	-7	0	.	1	-3	-1.1	3	0
O=C1/C(=C\c2ccc(O)c(O)c2)SC(=S)N1Cc1ccccc1	-8	23	-4	15	-142	0	12	-10	0.3	1	.

Compounds as they come, and some 3.9% of all compounds hit somewhere here.
